Assay outcomes from PubChem.
GLD-1 TGE inh: GLD-1-TGE RNA interaction inhibition (C. elegans). purified GLD-1 + fluorescein TGE RNA, fluorescence polarization. AID 2280. hit rate 0.44% among 320,000. Q17339. inhibition, % at 5.96 µM;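 active = percent inhibition above a per-plate cutoff, the plate mean of test compounds plus 3 SD, cut at about 30% in these data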;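 also: 0% = DMSO wells with GLD-1 and probe and 100% = wells lacking GLD-1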
CIT2 TOR yeast: alters CIT2-GFP fluorescence in TOR pathway yeast screen; S. cerevisiae CIT2-GFP strain, flow cytometry, 3 h; 100 means same as DMSO wells; GFP response vs DMSO, % at 10 µM; hit rate 0.065% among 320,000;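 active = GFP response relative to DMSO above a set limit, near the screen mean plus 3 SD, cut at about 150% in these data; inconclusive = Fewer than 70 cells measured for a yeast strain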;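 also: ratio of well median GFP fluorescence to mean of DMSO wells on the plate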
Fam108B counter: Fam108B inhibition, counter-screen for RBBP9 inhibitors; inhibition, % at 9.51 µM; hit rate 0.33% among 300,000; AID 1947; recombinant Fam108B, FP-Rh probe fluorescence polarization;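 active = inhibition above the screen mean inhibition plus 3 SD, computed separately per campaign, cut at about 18% in these data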;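 also: inhibitors lower polarization as less probe binds the enzyme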
MEX-5 binding: C. elegans MEX-5 TCR-2 RNA binding activity; Q9XUB2; MEX-5/FITC-TCR2 RNA binding, fluorescence polarization; stronger effect = lower value; activity score (negative = inhibition of binding), % at 10 µM; hit rate 0.38% among 300,000; AID 1832;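 active = inhibition past about -25% in most replicates, and total fluorescence under double the plate's negative control median, limit read from the data; inconclusive = replicates evenly split on the limit, or fluorescence at least double controls; inactive = too little inhibition in most replicates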;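 also: 0% = DMSO and -100% = 5 µM competing unlabeled TCR2 RNA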
Target sequence (Q9XUB2 whole entry, looked up): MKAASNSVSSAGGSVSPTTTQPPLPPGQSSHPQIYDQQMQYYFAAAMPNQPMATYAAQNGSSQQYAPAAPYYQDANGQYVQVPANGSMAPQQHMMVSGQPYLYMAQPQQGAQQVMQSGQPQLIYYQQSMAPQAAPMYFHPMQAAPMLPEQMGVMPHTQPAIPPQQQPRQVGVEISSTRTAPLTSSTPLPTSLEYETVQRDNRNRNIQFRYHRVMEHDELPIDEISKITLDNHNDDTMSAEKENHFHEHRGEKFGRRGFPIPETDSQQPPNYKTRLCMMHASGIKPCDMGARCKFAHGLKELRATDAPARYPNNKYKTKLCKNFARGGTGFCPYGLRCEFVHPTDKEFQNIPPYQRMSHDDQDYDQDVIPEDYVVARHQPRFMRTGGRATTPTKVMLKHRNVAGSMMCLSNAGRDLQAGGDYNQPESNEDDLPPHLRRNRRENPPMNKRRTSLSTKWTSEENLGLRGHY
VLA-4 inh: inhibition in a human VLA-4 binding assay. P13612. VLA-4 expressing cells, ligand binding flow cytometry. inhibition, % (about 7 µM as worked out from the volumes in the protocol). hit rate 0.2% among 330,000. AID 2557; in the data active = inhibition above about 50%
GRK2 inh: inhibitors of human GRK2 displacing RNA aptamer | bead flow cytometry, FAM-aptamer displacement from GRK2 | hit rate 0.59% among 330,000 | P25098 | inhibition of aptamer binding, % at 10 µM;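 active = inhibition of aptamer binding above 40%, roughly 3 SD of noise, on plates passing a quality check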;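 also: median bead fluorescence of bound FAM aptamer so fluorescent compounds give negative values; no value below 0 was filed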
MCL1 BIM primary: disrupts human MCL1 binding to BIM-BH3 peptide; GST-MCL1 / FITC-Bim-BH3 fluorescence polarization; inhibition, % at 10.9 µM; hit rate 0.68% among 320,000; AID 2057;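 active = inhibition above the mean inhibition of all tested compounds plus 3 SD, set per campaign, cut at about 40% in these data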;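 also: 0% = DMSO wells and 100% = unlabeled Bim-BH3 peptide control; higher means more loss of mP so more displacement of Bim peptide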
Target sequence (Q07820 whole entry, looked up): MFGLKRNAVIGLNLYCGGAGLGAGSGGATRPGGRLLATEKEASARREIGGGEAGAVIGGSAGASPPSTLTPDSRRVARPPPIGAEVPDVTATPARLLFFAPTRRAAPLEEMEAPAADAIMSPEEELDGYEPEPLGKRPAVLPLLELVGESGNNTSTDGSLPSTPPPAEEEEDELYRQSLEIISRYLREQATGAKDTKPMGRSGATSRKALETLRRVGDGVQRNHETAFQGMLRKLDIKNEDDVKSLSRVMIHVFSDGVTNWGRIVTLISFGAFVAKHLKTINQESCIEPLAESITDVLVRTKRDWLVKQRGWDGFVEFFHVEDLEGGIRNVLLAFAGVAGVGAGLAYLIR
BCLXL inh: Bcl-xL (human) inhibition | Q07817 | GST-Bcl-xL / FITC-Bim BH3 peptide fluorescence polarization | inhibition, % at 10.9 µM | hit rate 0.7% among 320,000 | AID 2129;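 active = inhibition above the mean of all tested compounds plus 3 SD, cutoff set per campaign, cut at about 30% in these data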;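 also: 0% = DMSO wells and 100% = unlabeled Bim-BH3 peptide competitor; inhibitors lower millipolarization by displacing the labeled peptide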
Target sequence (Q07817 whole entry, looked up): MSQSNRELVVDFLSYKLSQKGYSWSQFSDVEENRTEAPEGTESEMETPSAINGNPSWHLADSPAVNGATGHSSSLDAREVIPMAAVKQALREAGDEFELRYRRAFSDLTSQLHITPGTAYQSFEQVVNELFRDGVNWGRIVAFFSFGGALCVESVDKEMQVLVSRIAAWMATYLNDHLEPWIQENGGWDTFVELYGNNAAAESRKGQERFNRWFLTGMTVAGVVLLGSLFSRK
AGP1-GFP MLPCN: yeast TOR pathway AGP1-GFP modulation; S. cerevisiae AGP1-GFP multiplex flow cytometry, 3 h; GFP as percent of DMSO wells; GFP response vs DMSO, % at 10 µM; hit rate 0.02% among 320,000;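 active = GFP response relative to DMSO above a set limit, near screen average plus 3 SD, cut at about 150% in these data; inconclusive = fewer than 70 cells counted for the yeast strain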;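 also: median GFP channel fluorescence of the gated AGP1 strain per well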
Numbers without * were called inactive; ? = inconclusive; . = no result given; + = active, no number.

item	Compound	GLD-1 TGE inh	CIT2 TOR yeast	Fam108B counter	MEX-5 binding	VLA-4 inh
1	Cc1ccccc1NC(=O)N1c2ccccc2CC1C (centres undefined)	2	95	-2	2.0	0
2	Cc1cccc(CC(=O)N2CCCC2)c1	0	111	-1	-0.9	16
3	COc1ccc(CCNc2ccncn2)cc1	5	82	4	2.1	-15
4	CC1CCC(NC(=O)CCNS(=O)(=O)c2ccc3c(c2)CCC(=O)N3)CC1 (centres undefined)	0	105	-1	-0.4	4
5	CCCCSc1nnc2n(CCc3ccccc3)c(=O)c3c4c(sc3n12)COC(C)(C)C4	-5	101	1	-0.4	12
6	CCOC(=O)C1=C(C)NC(=O)NC1c1ccco1 (centres undefined)	-7	97	-1	.	-4
7	CC(=O)Nc1c(Br)cc(N2C(=O)CCC2=O)cc1Br	3	92	3	0.7	17
8	COc1ccccc1N1CCN(C(=O)/C=C/c2ccc3c(c2)OCO3)CC1	1	96	1	0.4	4
9	O=S(=O)(c1ccc(F)cc1)N1CCC(N2CCCCCC2)CC1	3	96	7	0.0	11
10	O=C(CCc1ccccc1)OCC(=O)c1ccc(Br)cc1	1	90	1	-0.1	-1
11	C=CCOC(=O)COc1ccc2c(C)c(C)c(=O)oc2c1C	1	91	-1	1.4	21
12	Cc1cc(Nc2ccc3c(c2)OCCO3)c2cc(Cl)ccc2n1	2	99	5	.	1
13	Cc1ccc(NC(=O)CN2C(=O)NC3(CCc4ccccc43)C2=O)cc1S(=O)(=O)N1CCCCC1 (centres undefined)	0	97	-1	-0.9	0
14	COc1ccc(/C=N/N2C(C)CCCC2C)cc1OC (centres undefined)	-1	112	1	-0.7	-6
15	O=C(CSc1ccc(-c2ccco2)nn1)NCc1ccccc1Cl	34*	95	22*	-4.3	11

item	GRK2 inh	MCL1 BIM primary	BCLXL inh	AGP1-GFP MLPCN
1	0	3	-6	93
2	2	13	3	104
3	1	10	4	96
4	3	-3	-1	104
5	8	-4	-2	102
6	4	5	2	100
7	0	4	3	100
8	3	-4	2	.
9	0	10	1	91
10	1	1	2	91
11	3	3	0	90
12	0	6	0	101
13	0	3	1	108
14	0	-2	-5	112
15	2	41*	42*	100

(next part)
item	Compound	GLD-1 TGE inh	CIT2 TOR yeast	Fam108B counter	MEX-5 binding	VLA-4 inh
16	CCOCCCNC(=O)CN(c1cc([N+](=O)[O-])ccc1OC)S(C)(=O)=O	-5	97	3	2.6	21
17	Cc1c(C)n(-c2ccc(Cl)cc2)c2ncnc(N)c12	-7	100	-1	1.1	10
18	COc1ccc2[nH]c(=O)c(CN(CCCN(C)C)C(=O)Nc3ccc(F)cc3)cc2c1	0	75	3	-2.2	2
19	COc1ccc(NC(=O)CCSc2nnc(C)s2)cc1	-1	99	1	0.6	7
20	CNc1ccc2c3c(cccc13)C(=O)N(C)C2=O	119*	101	62*	?	-14
21	O=C(CSCc1ccccc1)Nc1cccc(F)c1	6	84	6	1.9	0
22	COc1ccccc1C(=O)NCc1nnc(SC(C)C(=O)Nc2nccs2)n1C (centres undefined)	3	84	-4	2.5	11
23	Cc1cccc(NC(=O)Nc2ccc(F)cc2)n1	2	106	-1	1.2	1
24	O=C(NCCCN1CCCC1=O)c1cccc(S(=O)(=O)Nc2ccc(F)cc2)c1	6	97	.	.	17
25	COc1cc2cc(C[C@H](C)O)oc(=O)c2cc1OC	0	93	.	.	9
26	COc1ccc(N(CC(=O)NCc2ccco2)C(=O)CCC(=O)Nc2nccs2)c(OC)c1	5	106	0	2.5	-1
27	COc1ccc(-c2[nH]ncc2CNC(C)CCn2cccn2)c(F)c1 (centres undefined)	-3	94	-3	0.9	3
28	O=C(c1ccc2c(c1)OCO2)C1CCCN(Cc2ccc3nsnc3c2)C1 (centres undefined)	5	106	-3	-2.6	16
29	CCN(CC)C(=O)NC1CC2CCCC(C1)N2Cc1ccccc1 (centres undefined)	1	102	-4	-1.6	27
30	COc1cccc(NC(=O)C2CCC(CNS(=O)(=O)c3ccc4c(c3)CC(C)N4C(C)=O)CC2)c1 (centres undefined)	2	104	-1	-2.5	-1

item	GRK2 inh	MCL1 BIM primary	BCLXL inh	AGP1-GFP MLPCN
16	0	-6	4	100
17	0	-3	1	97
18	0	4	1	77
19	3	7	2	93
20	4	+	178*	90
21	0	8	7	101
22	4	-5	1	90
23	2	-6	0	103
24	1	4	5	101
25	0	1	0	95
26	3	5	2	100
27	2	5	4	102
28	6	5	6	102
29	0	10	4	106
30	3	3	3	96

An excerpt from above, reduced to CIT2 TOR yeast:
| cpd | canonical_smiles | CIT2 TOR yeast |
| --- | --- | --- |
| 24 | O=C(NCCCN1CCCC1=O)c1cccc(S(=O)(=O)Nc2ccc(F)cc2)c1 | 97 |
| 25 | COc1cc2cc(C[C@H](C)O)oc(=O)c2cc1OC | 93 |
| 26 | COc1ccc(N(CC(=O)NCc2ccco2)C(=O)CCC(=O)Nc2nccs2)c(OC)c1 | 106 |
| 27 | COc1ccc(-c2[nH]ncc2CNC(C)CCn2cccn2)c(F)c1 (centres undefined) | 94 |
| 28 | O=C(c1ccc2c(c1)OCO2)C1CCCN(Cc2ccc3nsnc3c2)C1 (centres undefined) | 106 |

Further compounds follow.
item	Compound	GLD-1 TGE inh	CIT2 TOR yeast	Fam108B counter	MEX-5 binding	VLA-4 inh
31	Cc1c(NC(=O)c2ccc(C(C)(C)C)cc2)cccc1[N+](=O)[O-]	6	97	1	0.2	3
32	Cc1cc(C)cc(NC(=O)C(=O)NCC2CCCO2)c1 (centres undefined)	0	105	1	0.4	1
33	O=C(C1CCCCN1S(=O)(=O)c1ccc(F)cc1)N1CCN(c2ccccc2F)CC1 (centres undefined)	-1	118	-1	2.6	-9
34	CCCCC(C(=O)NC1CCCC1)N(C(=O)c1snc(C(N)=O)c1N)c1ccc(F)cc1 (centres undefined)	10	105	-1	0.6	4
35	C=CCNC(=O)c1onc(CSc2cc(C)cc(C)c2)c1C(=O)O	-6	77	-5	3.8	2
36	CCn1nc(C(=O)NC2=NCCS2)c2ccccc2c1=O	-2	89	1	.	6
37	CC(C)CC1(C)NC(=O)N(CC(=O)Nc2ccc3c(c2)OCCO3)C1=O (centres undefined)	-6	111	.	.	21
38	Cc1cc2nc(-c3ccc(NC(=O)c4cccnc4)cc3)oc2cc1C	-1	82	-25	-4.3	-14
39	O=C(O)c1ccc(CNCc2ccccc2Cl)cc1	-4	94	-3	-2.6	9
40	CC(=O)Nc1cccc([N+](=O)[O-])c1	2	99	-1	0.8	8
41	Cn1c(=O)oc2cc(S(=O)(=O)CCC(=O)Nc3ccccc3)ccc21	4	97	2	0.2	-1
42	CCOc1ccc(CCNC(=O)c2cc3c(C)nccc3[nH]c2=O)cc1OCC	-2	98	-1	-1.4	-4
43	O=C1N=C(c2ccccc2)C(c2ccccc2)N1 (centres undefined)	9	111	3	-0.9	1
44	Cc1ccc(-n2ncc3c(NCCCN4CCOCC4)ncnc32)c(C)c1	4	95	1	1.1	37
45	O=C(Nc1ncccc1O)c1ccc(Cl)c(S(=O)(=O)N2CCCCCC2)c1	12	65	2	-1.1	5

item	GRK2 inh	MCL1 BIM primary	BCLXL inh	AGP1-GFP MLPCN
31	2	-8	3	95
32	2	10	2	103
33	4	-1	0	105
34	2	2	0	99
35	3	8	3	78
36	5	8	7	96
37	0	.	.	104
38	2	5	8	88
39	0	-2	3	94
40	4	2	4	102
41	2	-3	3	99
42	0	-2	4	106
43	0	10	1	107
44	0	3	3	96
45	0	1	6	91

Some of these compounds in order of the CIT2 TOR yeast value, highest first:
| # | molecule | GLD-1 TGE inh | CIT2 TOR yeast | MEX-5 binding | VLA-4 inh | GRK2 inh | MCL1 BIM primary | BCLXL inh | AGP1-GFP MLPCN |
| --- | --- | --- | --- | --- | --- | --- | --- | --- | --- |
| 43 | O=C1N=C(c2ccccc2)C(c2ccccc2)N1 (centres undefined) | 9 | 111 | -0.9 | 1 | 0 | 10 | 1 | 107 |
| 40 | CC(=O)Nc1cccc([N+](=O)[O-])c1 | 2 | 99 | 0.8 | 8 | 4 | 2 | 4 | 102 |
| 35 | C=CCNC(=O)c1onc(CSc2cc(C)cc(C)c2)c1C(=O)O | -6 | 77 | 3.8 | 2 | 3 | 8 | 3 | 78 |

(more compounds)
item	Compound	GLD-1 TGE inh	CIT2 TOR yeast	Fam108B counter	MEX-5 binding	VLA-4 inh
46	CC(=O)OC(COc1ccc(F)cc1)Cn1cnc2ccccc21 (centres undefined)	3	100	0	3.4	1
47	Cc1cc[n+]2n1CC(O)C2 (centres undefined)	-2	102	2	0.1	-14
48	c1cc2c3c(cccc3c1)NC1(CCCCCC1)N2	3	99	3	0.0	-5
49	CN(Cc1cccc(-n2cccn2)c1)Cc1cn(C)nc1-c1ccccc1F	2	89	1	2.6	6
50	CC(C)NC(=O)N(C)C[C@H]1Oc2ccc(NC(=O)Nc3ccc4c(c3)OCO4)cc2C(=O)N([C@H](C)CO)C[C@@H]1C	2	91	.	.	17
51	CN(Cc1nc(-c2cnccn2)no1)Cc1n[nH]c2c1CCCCC2	2	113	0	-1.0	7
52	Cc1cccc(-c2noc(CNC(=O)c3ccoc3C)n2)c1	-6	91	-3	-0.5	-90
53	Cc1ccc(/C=N\n2c(-c3ccccc3)n[nH]c2=S)s1	-4	103	2	-0.9	-2
54	COc1cccc(N2CCN(C(=O)CN(c3ccc(C)cc3)S(=O)(=O)c3c(C)n[nH]c3C)CC2)c1	-3	104	-1	-1.4	-9
55	Cc1nn(-c2ccccc2)c2sc(C(=O)OC3CCOC3=O)cc12 (centres undefined)	-3	?	-4	0.4	-11
56	COc1cccc(-c2cc(C(=O)N3CCN(Cc4ccc5c(c4)OCO5)CC3)on2)c1	8	102	2	2.5	55*
57	CCN(Cc1ccccc1)C(=O)CCS(=O)(=O)c1ccc2c(c1)oc(=O)n2C	3	100	0	-0.2	3
58	Cc1cnc(C(=O)OCC(=O)NC23CC4CC(CC(C4)C2)C3)cn1	3	98	-2	-0.1	-4
59	COc1ccc(Cc2nnc3n2N=C(c2cc4ccccc4o2)CS3)cc1OC	8	106	5	0.5	-44
60	O=C(N/N=C1\CCCc2ccccc21)C(O)c1ccccc1 (centres undefined)	3	102	5	-1.3	-244

item	GRK2 inh	MCL1 BIM primary	BCLXL inh	AGP1-GFP MLPCN
46	2	4	8	103
47	0	5	5	106
48	2	20	17	99
49	0	-1	4	90
50	0	.	.	99
51	0	-2	2	111
52	4	-40	-13	98
53	0	-18	-24	100
54	0	-10	3	109
55	0	2	2	?
56	0	0	4	101
57	0	2	3	94
58	0	0	-2	93
59	3	7	-1	.
60	0	9	0	103

(continued)
item	Compound	GLD-1 TGE inh	CIT2 TOR yeast	Fam108B counter	MEX-5 binding	VLA-4 inh
61	CCOc1ccc(NC(=O)N2CCC(NC(=O)C(Cc3ccccc3OC)NC(C)=O)CC2)cc1 (centres undefined)	0	95	-1	-0.1	14
62	CC(=O)N1C(=O)C2(Nc3ccccc3N2)c2ccccc21	0	106	-2	-1.2	10
63	Cc1cc(N2C(=O)C(O)=C(C(=O)c3cc4ccccc4o3)C2c2cccc(Cl)c2)no1 (centres undefined)	-8	105	3	-1.1	22
64	CCN(CCCNC(=O)CCCn1c(=O)[nH]c2ccccc2c1=O)c1cccc(C)c1	-1	101	5	1.6	-13
65	COc1ccc(-c2nc(CS(=O)(=O)CC(=O)NCc3cccc(F)c3)c(C)o2)cc1	7	112	0	0.2	15

item	GRK2 inh	MCL1 BIM primary	BCLXL inh	AGP1-GFP MLPCN
61	2	-8	-1	95
62	0	-8	-1	106
63	9	-35	-20	108
64	0	-2	6	107
65	3	-1	4	103
